HCV inhibitor: inhibitors of hepatitis C virus infection | Huh7.5.1 HCVcc-Cre infection, luciferase reporter, 44 h | actives 3.4% (n = 340,000) | Potency, µM (titrated, usually from 41.8 µM), inactives show at the top dose activity change, negative = inhibition, hits mostly inhibitors; further: potency means the concentration at half of the fitted maximal effect; on the % scale 0 is the no-effect control and ±100 the full control effect
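Luciferase read-out (15 sec integration) after a 15 min room-temperature substrate step quantifies HCVcc-Cre infection. Cells, 1,000 per well, had compound added 4 h post-plating, then virus at ~0.5 moi, and were cultured 44 h.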
Pf growth 96h: inhibits malaria parasite growth, 96 h. P. falciparum luciferase reporter growth, 96 h. Potency, µM (top dose mostly 28.7 µM), without a hit: top-dose activity change, negative = inhibition, hits mostly inhibitors. actives 6.9% (n = 320,000). AID 504834; further: potency means the concentration at half of the fitted maximal effect; on the % scale 0 is the no-effect control and ±100 the full control effect
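Parasite growth measured via integrated firefly luciferase reporter in P. falciparum. Infected erythrocytes at 2% hematocrit, 0.05% parasitemia final were treated 96 hours at 37 C under 5% CO2, and luminescence was read.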
Shiga toxin inh: Shiga toxin inhibition | Vero cells, Shiga toxin protein synthesis inhibition reporter | actives 9.2% (n = 290,000) | inhibition, % at 38.7 µM; in the data active means inhibition mostly above about 28%, no sharp cut-off; inactive means mostly below about 43%; further: 0% is about no effect
Tb PYK inh: inhibitors of Trypanosoma brucei pyruvate kinase; actives 0.12% (n = 410,000); TbPYK enzyme, Kinase-Glo Plus ATP luminescence, 45 min; Potency, µM (series often up to 76.8 µM), inactives show at the top dose activity, negative = inhibition, most hits filed as inhibitors; AID 624173; Q57TT1; further: potency means the concentration at half of the fitted maximal effect; on the % scale 0 is the no-effect control and ±100 the full control effect; nearly all actives have a fitted effect of over 50% in size
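Luminescence from Kinase-Glo Plus, added after a 45-minute room-temperature reaction, served as the end-point read-out. The enzyme and substrate were preincubated with compound before ADP (130 uM final) initiated turnover. Concentration-effect curves came from normalized qHTS data.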
LmPK inhibitor: inhibitors of Leishmania mexicana pyruvate kinase; AID 1721; actives 0.37% (n = 290,000); Q27686; purified LmPK, Kinase-Glo ATP luminescence, 1 h; Potency, µM (doses to about 57.5 µM), for the others: at the top dose activity change, negative = inhibition, most hits filed as inhibitors; further: potency means the concentration at half of the fitted maximal effect; on the % scale 0 is the no-effect control and ±100 the full control effect
Target sequence (Q27686 whole entry, looked up): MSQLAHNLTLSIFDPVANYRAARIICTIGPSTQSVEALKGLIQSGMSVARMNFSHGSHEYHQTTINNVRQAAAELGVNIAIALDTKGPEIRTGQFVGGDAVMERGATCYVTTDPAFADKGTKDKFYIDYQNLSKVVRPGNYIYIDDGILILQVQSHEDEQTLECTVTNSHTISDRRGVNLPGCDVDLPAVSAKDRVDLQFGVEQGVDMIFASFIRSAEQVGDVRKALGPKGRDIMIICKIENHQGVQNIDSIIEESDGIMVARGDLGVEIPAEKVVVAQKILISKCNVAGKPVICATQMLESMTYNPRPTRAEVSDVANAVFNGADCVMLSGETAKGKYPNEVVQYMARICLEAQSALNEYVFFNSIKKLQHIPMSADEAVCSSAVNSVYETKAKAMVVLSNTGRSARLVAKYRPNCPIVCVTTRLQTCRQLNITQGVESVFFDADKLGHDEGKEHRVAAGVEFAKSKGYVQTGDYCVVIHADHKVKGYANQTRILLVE
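Kinase-Glo luminescence read after 1 h RT reaction of 0.1 nM LmPK with 0.5 mM PEP and 0.1 mM ADP. Activity scaled between uninhibited and enzyme-free controls.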
CHX counter: affects cycloheximide protein synthesis inhibition readout, counter-screen; AID 2314; max response, %; actives 12% (n = 300,000); cell reporter, cycloheximide protein synthesis inhibition counterscreen; in the data active means max response mostly above about 13%, no sharp cut-off; inactive means mostly below about 14%; further: read at 38.3 µM for the half of the compounds with a filed dose; 0% is about no effect
Pf growth 48h: P. falciparum growth inhibition at 48 hours (one generation); Potency, µM (titrated, usually from 28.7 µM), without a hit: at the highest dose activity change, negative = inhibition, most hits filed as inhibitors; AID 504832; actives 5.9% (n = 310,000); P. falciparum luciferase growth in erythrocytes, 48 h; further: potency means the concentration at half of the fitted maximal effect; on the % scale 0 is the no-effect control and ±100 the full control effect
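Firefly luciferase activity from engineered P. falciparum reports growth; inhibitors lower the luminescent signal. Cultures contained 2% hematocrit erythrocytes at 0.1% final parasitemia.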
Starred values were filed as active, the others as inactive; ? = inconclusive; nt = no result given; & = joins results of further samples; [ ] = dose if it differs, or a comment. Unless noted, the call rests on the fitted dose curve; in most records, active means well fitted curve in the direction sought with a large enough effect; inconclusive means small, poorly fitted or top-dose-only effect, or another doubt; inactive means no such curve, though single readings can be large; an effect the other way counts as inactive or inconclusive.

SMILES	HCV inhibitor	Pf growth 96h	Shiga toxin inh	Tb PYK inh	LmPK inhibitor	CHX counter	Pf growth 48h
Cn1c(N)c(C(=O)COC(=O)/C=C/c2ccccc2Cl)c(=O)n(C)c1=O	5%	?	nt	3%	nt	nt	?
CCNC(=O)NC(=O)C(C)N1C(=O)NC(c2ccccc2)(c2ccccc2)C1=O (stereo unspecified)	14%	39%	-2	0%	1%	-10	?
CCOCCCNC(c1ccccc1)c1ccncc1 (stereo unspecified)	7%	5%	-18	9%	-1%	0	3%
C/C(=N\Nc1nc(-c2ccc(C)cc2C)cs1)c1cc2ccccc2oc1=O	8%	?	5	-10%	-1%	4	-10%
COC(=O)c1cn(-c2ccccc2)nc1-c1cccnc1	?	7.4µM*	30	8%	-1%	-5	8%
CSc1ccccc1NC(=O)c1ccc2c(c1)CCN2S(C)(=O)=O	-7%	-28%	38*	-3%	0%	44*	42%[activator]
COc1ccc2cc(CN(Cc3cccs3)Cc3nnnn3Cc3ccccc3)c(=O)[nH]c2c1	-27%	?	-4	-1%	0%	-1	9.3µM*
COc1ccccc1C(C)NC(=O)Cc1ccsc1 (stereo unspecified)	1%	3%	-7	-4%	0%	5	-12%
CSc1nc(=NC(C)=O)ss1	-1%	5.2µM*	68*	-26%	-5%	33*	10%
COc1cccc(-c2nnc(SCc3nc4ccccc4[nH]3)n2N)c1	-16%	nt	23	-9%	5%	15	?
COc1ccc(CN2C(=O)NC3(CCCCCC3)C2=O)cc1F	5%	50%[activator]	11	?	6%	-2	46%[activator]
Cc1nnc(NCc2ccco2)c2ccccc12	4%	11%	-7	-4%	-4%	-6	20%
Cc1cccc(-n2c(C)cc(C(=O)NC3CCCCC3)c2C)c1	-17%	?	85*	-2%	1%	94*	?
O=C(Nc1ccnn1C1CCN(Cc2ccc(OC(F)F)cc2)CC1)C1CCCC1	22µM*	-24%	-20	-3%	-9%	-2	?
O=C(CNC(=O)c1ccc(S(=O)(=O)N2CCCC2)cc1)N/N=C/c1ccccc1	-2%	0%	-5	-2%	-1%	-2	2%
CCCOc1ccc(/C(O)=C2/C(=O)C(=O)N(CCN(C)C)C2c2ccc(O)c(OC)c2)cc1 (stereo unspecified)	13%	4%	-1	-10%	-7%	-8	-5%
O=C(COc1cc2oc(=O)c3c(c2cc1Cl)CCC3)NCc1ccncc1	-15%	?	-11	-7%	-8%	-11	-8%
CC(C)c1ccc(NC(=O)COC(=O)C2CCCCC2)cc1	12%	46%[activator]	nt	1%	nt	nt	157%[activator]
O=[n+]1c2c(n([O-])c3cc(Br)ccc31)CCC2	2%	?	-11	-6%	5%	-1	-28%
COc1ccc(CCNC(=O)c2cccc(S(=O)(=O)N3CCCC3)c2)cc1	?	?	nt	-7%	nt	nt	?

Entries above that contain fluorine:
SMILES	HCV inhibitor	Pf growth 96h	Shiga toxin inh	Tb PYK inh	LmPK inhibitor	CHX counter	Pf growth 48h
COc1ccc(CN2C(=O)NC3(CCCCCC3)C2=O)cc1F	5%	50%[activator]	11	?	6%	-2	46%[activator]
O=C(Nc1ccnn1C1CCN(Cc2ccc(OC(F)F)cc2)CC1)C1CCCC1	22µM*	-24%	-20	-3%	-9%	-2	?

Quoted at random: 5 records from the list.
SMILES	HCV inhibitor	Pf growth 96h	Shiga toxin inh	Tb PYK inh	LmPK inhibitor	CHX counter	Pf growth 48h
CC(C)c1ccc(NC(=O)COC(=O)C2CCCCC2)cc1	12%	46%[activator]	nt	1%	nt	nt	157%[activator]
COc1ccccc1C(C)NC(=O)Cc1ccsc1 (stereo unspecified)	1%	3%	-7	-4%	0%	5	-12%
Cc1nnc(NCc2ccco2)c2ccccc12	4%	11%	-7	-4%	-4%	-6	20%
CCNC(=O)NC(=O)C(C)N1C(=O)NC(c2ccccc2)(c2ccccc2)C1=O (stereo unspecified)	14%	39%	-2	0%	1%	-10	?
O=C(Nc1ccnn1C1CCN(Cc2ccc(OC(F)F)cc2)CC1)C1CCCC1	22µM*	-24%	-20	-3%	-9%	-2	?

The list continues:
SMILES	HCV inhibitor	Pf growth 96h	Shiga toxin inh	Tb PYK inh	LmPK inhibitor	CHX counter	Pf growth 48h
O=C(NCc1ccon1)c1ccc(OC2CCN(CCc3ccccc3)CC2)cc1	-4%	-3%	-21	5%	-3%	-2	-13%
CC(C(=O)NC1CCCC1)N(C(=O)c1ccc(-c2ccccc2)[nH]1)c1ccccc1F (stereo unspecified)	-49%	?	1	2%	2%	-1	13µM*
O=c1c2cc(N3CCOCC3)ccc2[nH]c(=S)n1Cc1ccccc1Cl	5%	?	3	-8%	-5%	4	12%
COC(=O)c1c(SCC(=O)Nc2ccc(C)c(C)c2)nc(=O)[nH]c1C	-22%	18%	-3	-1%	0%	-6	33%[activator]
COc1ccc(CCNC(=O)COC(=O)C2CCCCC2)cc1	19%	38%[activator]	-10	2%	-1%	-2	2%
O=C(O)c1ccc2c(=O)n3c(nc2c1)/C(=C/c1ccc(Cl)c(Cl)c1)CC3	21%	?	3	-8%	-6%	2	nt
Cc1ccc(NC(=O)CN2CCc3cc4c(cc3C2)OCCCO4)cc1C	-19%	-26%	-4	4%	-8%	-5	15%
CC(=O)Nc1ccc(NC(=O)c2ccc(CSc3ccccc3)o2)cc1	7%	32%[activator]	13	4%	13%	4	?
C=CCN1C(=O)c2ccc(C(=O)OCC(=O)Nc3ccccc3OC)cc2C1=O	16%	19%	nt	-6%	nt	nt	6%
CCOc1cc(/C=N/Nc2ccccc2Cl)ccc1OCC(=O)O	-1%	41%[activator]	9	-8%	6%	15	0%
COc1ncccc1-c1nnn(-c2ccccc2)n1	-6%	203%[activator]	55*	?	?	43*	153%[activator]
CCOC(=O)CSc1nc2sc3c(c2c(=O)[nH]1)CC(C)(CC)OC3 (stereo unspecified)	23%	?	-4	-4%	-1%	-3	nt
Clc1cccc(/C=N/Nc2nc(Cl)nc3ccccc23)c1	-18%	-83%	122*	7%	5%	48*	?
NC(=O)CC[C@H](NC(=O)c1ccc(F)cc1)C(=O)OCC(=O)Nc1ccc(N2CCOCC2)cc1	-4%	2%	-2	5%	-5%	6	-5%
Cc1c(CNC2CCCC(C)C2C)c(C(=O)O)c(C)n1Cc1ccccc1 (stereo unspecified)	nt	-27%	nt	9%	1%	nt	-28%
Cc1ccc(S(=O)(=O)N2CCC(C(=O)OCCOc3cccc(C)c3)CC2)cc1	17%	22%	nt	-1%	nt	nt	-8%
CN1CCN(CC(=O)N/N=C/c2ccc(F)c(F)c2)CC1	7%	?	13	28%	-6%	-5	18%
CCCCCCC[C@H](N)[C@H](O)C(=O)N(C)[C@@H](CCS(C)=O)C(=O)N[C@@H](Cc1ccc(O)cc1)C(=O)N[C@@H](Cc1ccc(O)cc1)C(=O)O (stereo partly specified)	-8%	?	19	-2%	4%	-4	?
Cn1c(O)c(/C=N/Nc2ccccc2)c(=O)n(C)c1=O	10%	11%	26	-8%	2%	6	-14%
CCN(CC)CC(C)OC(=O)COc1ccc(OC)cc1 (stereo unspecified)	-4%	-23%	-5	-6%	1%	-3	4%
O=C(CCl)Nc1cn(-c2ccccc2)nc1-c1ccccc1	2.8µM*	?	37	5%	1%	39*	?
CN(C)CC(C)(C)CNCc1cc(=O)oc2ccc3ccccc3c12	-15%	5%	-6	2%	-2%	-2	15%
O=C(Nc1ccccc1)Nc1ccccc1C(=O)NCc1ccco1	-13%	3%	17	-13%	?	12*	19%
CC(C)=CC(=O)Nc1ccc(Br)cc1	-26%	-6%	74*	-6%	-11%	58*	150%[activator]
O=C(CSc1cccc[n+]1[O-])Nc1cc(S(=O)(=O)N2CCOCC2)ccc1N1CCOCC1	0%	-6%	14	2%	4%	49*	-2%
CCOC(=O)c1ccc2ncc(C(=O)OCC)c(NCCN3CCOCC3)c2c1	-26%	5%	3	-1%	9%	-3	?
Nc1[nH]c(N=NC(=O)c2ccc(F)cc2)c2ccccc12	-6%	?	121*	4%	-2%	91*	-21%
COC(=O)c1cc(OC)c(OC)cc1NC(=O)CCNC(=O)c1ccco1	-13%	-20%	-14	3%	7%	-1	0%
CN1C(=O)C(CC(=O)NCC2CCCCC2)SC1=Nc1ccccc1 (stereo unspecified)	3%	3%	-4	4%	1%	1	15%
Cc1sc(-n2c(C)ccc2C)c(C#N)c1C	23%	10µM*	-10	-21%	-1%	-2	-22%
CCCC1CCC(=NNS(=O)(=O)c2ccc(C)c([N+](=O)[O-])c2)CC1 (stereo unspecified)	2%	?	-13	-15%	0%	-2	?
CCOC(=O)Cn1c(C)cc(COC)c(C#N)c1=O	13%	17%	18	2%	2%	-2	21%
O=C(Cn1ccc([N+](=O)[O-])n1)N1CCCc2ccccc21	12%	196%[activator]	127*	-1%	3%	54*	140%[activator]
CCn1c(CNC(=O)c2ccc(OC)c(OC)c2)nnc1SCC(=O)c1ccc(OC)cc1	1%	nt	-16	-20%	-2%	-3	-12%
CN(CC(=O)Nc1ccc(F)cc1)C(=O)c1ccc2ccccc2n1	3%	3%	nt	0%	nt	nt	2%
O=C(COC(=O)Cn1cnc2ccccc21)Nc1ccc2c(c1)OCCO2	9%	-2%	36	-3%	1%	11	12%
Cc1ccccc1NC(=S)N1CCN(Cc2ccc3c(c2)OCO3)CC1	9%	12%	3	-8%	6%	-4	6%
Cc1cc(C)c(S(=O)(=O)c2ccccc2)c(Cl)n1	5%	-5%	-6	3%	-4%	4	8%
Cc1cc(-n2c(C)cc(C(=O)COc3ccc([N+](=O)[O-])cc3)c2C)no1	?	?	-20	-3%	-2%	-2	?
Nc1nn(-c2ccccc2)c(N)c1N=Nc1cccc(F)c1	?	200%[activator]	88*	-1%	-16%	62*	142%[activator]
COc1ccccc1C(=O)NCC(=O)OCC(=O)Nc1ccc2[nH]c(=O)[nH]c2c1	13%	13%	nt	-5%	nt	nt	-15%
CCN(CCn1cccn1)Cc1nc(-c2ccc(OC)cc2)no1	-18%	?	14	1%	-6%	4	6%
Cc1cc(C)nc(NCC(O)CNc2ccccc2C)n1 (stereo unspecified)	13%	?	-9	0%	-3%	-1	6%
Nc1nnc(CC(=O)N/N=C/c2cccc([N+](=O)[O-])c2)s1	1%	5%	-13	-3%	3%	-5	32%[activator]
Cc1ccc(S(=O)(=O)N(C)CC(=O)N2CCOCC2)cc1	17%	nt	12	2%	-9%	-3	4%
C/C(=N\NC(=O)c1cccc(N/N=C(\C)c2ccc([N+](=O)[O-])cc2)c1)c1ccc([N+](=O)[O-])cc1	-27%	4.1µM*	39*	4%	2%	17*	1.7µM*
Cc1cccc(C(=O)NCCc2ccc(S(N)(=O)=O)cc2)c1[N+](=O)[O-]	6%	?	-9	-6%	0%	-3	10%
Cc1cccc(NC(=O)c2sc(-c3ccccc3)nc2-c2ccc([N+](=O)[O-])cc2)c1	-27%	31%[activator]	-1	-3%	-5%	-2	?
O=C(C1CCCN(S(=O)(=O)c2cc(Cl)ccc2Cl)C1)N1CCCC1 (stereo unspecified)	nt	?	-6	4%	-6%	-1	-26%
CCOC(=O)CSC1=Nc2ccccc2C2=NC(CC(=O)NCc3ccc(OC)cc3)C(=O)N12 (stereo unspecified)	1%&2%	nt	12	3%	1%	6	6.6µM*
COc1ccc(-c2ccc(CCC(=O)O)n2-c2ccccc2OC)cc1	-11%	2%	-8	-25%	-4%	8	24%
CCC(C(=O)NCc1cccnc1)n1nc(C)c2sc3ccccc3c2c1=O (stereo unspecified)	-30%	54%[activator]	-3	-25%	-16%	-10	9%
